sEH inh = soluble epoxide hydrolase inhibitors, primary screen, biochemical, human sEH; Bifunctional epoxide hydrolase 2 (Homo sapiens), P34913; recombinant human sEH enzymatic activity assay; inhibition, % at 2 µM; 91,000 tested, 0.34% active; in the data active means inhibition above about 80%; further: values of inactives mirror those of a sister screen read the other way; many of its hits are not listed in these tables
hDAT+cocaine = changed hDAT dopamine uptake under cocaine IC80, either direction, primary screen, cocaine antagonist project, cell-based, LLC-PK1 hDAT, [14C]-dopamine uptake, MLSMR; Sodium-dependent dopamine transporter (Homo sapiens), Q01959; LLC-PK1 hDAT cells, [14C]-dopamine uptake with cocaine IC80; actives deviate in either direction; B-score at 10 µM; 110,000 tested, 1.3% active;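 active means Z score or B-score, a plate-position-corrected score, falls beyond the plate's 99.7% confidence bounds, in either direction; inactive means both scores lie inside the 99.7% bounds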;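 further: scored against the spread of the other compound wells on the same plate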
Target sequence (Q01959 whole entry, looked up): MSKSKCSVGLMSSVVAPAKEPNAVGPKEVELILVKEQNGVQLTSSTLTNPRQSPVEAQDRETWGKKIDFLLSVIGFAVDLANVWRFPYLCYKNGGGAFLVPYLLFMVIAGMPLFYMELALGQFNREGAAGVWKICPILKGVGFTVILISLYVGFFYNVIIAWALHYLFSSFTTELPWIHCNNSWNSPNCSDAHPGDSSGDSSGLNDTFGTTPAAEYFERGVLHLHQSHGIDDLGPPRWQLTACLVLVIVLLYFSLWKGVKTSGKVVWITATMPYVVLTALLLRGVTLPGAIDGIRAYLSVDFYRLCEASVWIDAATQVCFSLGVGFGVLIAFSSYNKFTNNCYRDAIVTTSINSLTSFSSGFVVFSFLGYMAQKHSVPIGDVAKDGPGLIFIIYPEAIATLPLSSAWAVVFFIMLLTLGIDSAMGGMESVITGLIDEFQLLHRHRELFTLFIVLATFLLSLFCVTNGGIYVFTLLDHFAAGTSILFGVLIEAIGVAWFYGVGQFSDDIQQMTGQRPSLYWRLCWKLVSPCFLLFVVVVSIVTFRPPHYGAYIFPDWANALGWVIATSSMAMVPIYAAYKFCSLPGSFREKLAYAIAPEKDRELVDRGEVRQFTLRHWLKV
S1P2 blocker = human S1P2 receptor antagonists, primary screen, cell-based; Sphingosine 1-phosphate receptor 2 (Homo sapiens), O95136; cell-based S1P2 antagonist assay, inhibition at 5 uM; inhibition, % at 5 µM; 97,000 tested, 0.21% active; in the data active means inhibition above about 45%;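 further: CRE beta-lactamase reporter cells expressing human S1P2 stimulated with S1P; 0% = agonist at EC80 alone and 100% = agonist plus reference antagonist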
S1P2 agonist = S1P2 receptor agonists, primary screen, cell-based | S1P2-expressing cell line, agonist reporter read-out | Sphingosine 1-phosphate receptor 2 (Homo sapiens), O95136 | activation, % at 4.5 µM | 97,000 tested, 0.46% active | AID 729, 2007; in the data active means activation above about 16%;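 further: 0% = vehicle low control and 100% = maximal reference agonist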
CYP2C19 activ = human CYP2C19 activators, primary screen, biochemical, luminescence. activation factor at 5 µM. 96,000 tested, under 10 active. Cytochrome P450 2C19 (Homo sapiens), P33261. recombinant CYP2C19, luciferin-H EGE luminescence; hits give high values; 0 = fully inhibited enzyme, 1 = untreated enzyme. AID 1025, 2008;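 active means activation factor of at least 2 at 5 µM in the primary screen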;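 further: 0 = wells with 2.5 mM tranylcypromine and 1 = vehicle-only wells; values of inactives mirror those of a sister screen read the other way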
Target sequence (P33261 whole entry, looked up): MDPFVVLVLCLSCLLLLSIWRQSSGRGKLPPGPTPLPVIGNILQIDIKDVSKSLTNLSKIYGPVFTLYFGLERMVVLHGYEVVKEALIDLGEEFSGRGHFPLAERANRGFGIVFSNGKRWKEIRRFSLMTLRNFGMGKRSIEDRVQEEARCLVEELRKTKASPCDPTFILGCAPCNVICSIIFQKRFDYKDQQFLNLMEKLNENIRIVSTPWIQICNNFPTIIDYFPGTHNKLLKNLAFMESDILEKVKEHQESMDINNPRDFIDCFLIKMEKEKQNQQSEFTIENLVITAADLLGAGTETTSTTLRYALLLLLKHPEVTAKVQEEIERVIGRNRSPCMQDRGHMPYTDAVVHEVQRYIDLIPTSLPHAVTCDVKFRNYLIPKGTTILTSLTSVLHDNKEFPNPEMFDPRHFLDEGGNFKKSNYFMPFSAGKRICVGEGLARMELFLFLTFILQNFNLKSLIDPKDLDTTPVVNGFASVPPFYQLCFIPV
PostGolgi ctrl = growth inhibition of yeast control strain, primary screen, counter-screen for post-Golgi transport modulator project; efflux-deficient yeast background strain, growth absorbance A615, 16 h; 98,000 tested, 5% active; inhibition, % at 10 µM
PostGolgi yeast = phenotypic screen on post-Golgi transport, primary screen. inhibition, % at 10 µM. post-Golgi transport phenotypic cell assay. 98,000 tested, 0.9% active. AID 739, 2007;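 further: yeast cells grown in 1536-well plates; yeast grown about 18 h at 30C before absorbance read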
sEH activator = soluble epoxide hydrolase activators, primary screen, biochemical, human sEH; purified human sEH enzymatic activity, activator screen; activation, % at 2 µM; 91,000 tested, 0.04% active; AID 717, 2007; Bifunctional epoxide hydrolase 2 (Homo sapiens), P34913; in the data active means activation above about 37%; further: values of inactives mirror those of a sister screen read the other way
CYP2C19 inh = blockers of cytochrome P450 2C19 activity – biochemical, luminescence, ADME assay, primary screen | CYP2C19 Supersomes, luciferin-H EGE luminescence, 30 min | inhibition, % at 5 µM | 96,000 tested, 21% active;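 active means CYP2C19 inhibition above a set limit at 5 µM in the primary screen, cut at about 50% in these data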;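 further: plate controls were negative control wells for no effect and 2.5 mM tranylcypromine positive control for full effect; values of inactives mirror those of a sister screen read the other way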
* marks the source's active call; other numbers are inactive results; · = not tested or not shown. Unless noted, no stated cut-off is given here; in the data, active means inhibition above about 30%; inactive means the rest. Rows are unselected. Share with any hit: about 24%.

SMILES | sEH inh | hDAT+cocaine | S1P2 blocker | S1P2 agonist | CYP2C19 activ | PostGolgi ctrl | PostGolgi yeast | sEH activator | CYP2C19 inh
CC1CCC(NC(=O)CN2C(=O)C3CCCN3c3ncc(Cl)cc32)CC1 (centres undefined) | 4 | 0.22 | -8 | -5 | 0.6 | -4 | -10 | -1 | 38
O=C(CCCN1C(=O)c2ccccc2C1=O)NCc1ccco1 | 0 | 0.25 | -7 | -5 | · | · | · | 4 | ·
COCCCNC(=O)C1CCN(C(=O)Nc2ccc(Cl)cc2)CC1 | 8 | 0.041 | -2 | -2 | 0.9 | -2 | 5 | -9 | 12
CCSc1nnc(NC(=O)c2nn(C(C)C)c(=O)c3ccccc23)s1 | 18 | 2.3 | -4 | -2 | 0.9 | 30* | 7 | -16 | 7
COc1ccccc1N1CCN(S(=O)(=O)c2cccs2)CC1 | 10 | 0.33 | -16 | -4 | 0.7 | 8 | 4 | -11 | 28
CCn1c(CSc2nnc3ccccn23)nc2cc(C(=O)O)ccc21 | -10 | -1.5 | 13 | -7 | 1.1 | -2 | 6 | 10 | -9
Cc1nnc(Oc2ccccc2)c2ccccc12 | 6 | 0.16 | 10 | -2 | 0.8 | -5 | -2 | -8 | 17
Cc1nc2cc(C(=O)O)ccc2n1-c1ccc(F)cc1F | -15 | -0.87 | -8 | -8 | 1 | 0 | 20 | 16 | -3
Cc1ccc(-c2n[nH]c(=S)n2-c2ccccc2)cc1 | -18 | -0.74 | -22 | 1 | · | · | · | 22 | ·
O=C(Oc1ccc(Cl)cc1N1C(=O)CCC1=O)c1ccco1 | 1 | -1.3 | 8 | -4 | 0.9 | -2 | 7 | -1 | 11
Cc1ccc(NC(=O)c2cc3ccccc3o2)cc1S(=O)(=O)N(C)C | 20 | -0.031 | -6 | -1 | 1 | 7 | -2 | -18 | -2
N#Cc1cn(CC(=O)NCC2CCCO2)c2ccccc12 (centres undefined) | 8 | -0.021 | 20 | -6 | 0.6 | -7 | -5 | -9 | 44
O=C1CN(C(=O)COC(=O)CCC(=O)c2ccc3c(c2)OCCO3)c2ccccc2N1 | -18 | -1.6 | 16 | -1 | 0.9 | 4 | -3 | 15 | 11
Cc1nn(-c2ccccc2)c2[nH]c(=O)c(CNc3ccc4c(c3)OCCO4)cc12 | -7 | -0.044 | 4 | -8 | 0.8 | 0 | -2 | 6 | 21
COc1ccc(OC)c(S(=O)(=O)Nc2cccc(C(C)=O)c2)c1 | 11 | -0.65 | -6 | -2 | 0 | 5 | -1 | -6 | 98*

Given tab-delimited: entries from further up
compound	sEH inh	hDAT+cocaine	S1P2 blocker	S1P2 agonist	CYP2C19 activ	PostGolgi ctrl	PostGolgi yeast	sEH activator	CYP2C19 inh
Cc1ccc(-c2n[nH]c(=S)n2-c2ccccc2)cc1	-18	-0.74	-22	1	·	·	·	22	·
O=C(Oc1ccc(Cl)cc1N1C(=O)CCC1=O)c1ccco1	1	-1.3	8	-4	0.9	-2	7	-1	11

(further entries)
SMILES | sEH inh | hDAT+cocaine | S1P2 blocker | S1P2 agonist | CYP2C19 activ | PostGolgi ctrl | PostGolgi yeast | sEH activator | CYP2C19 inh
Cc1cc(Cl)ccc1NC(=S)NCCC(c1ccccc1)c1ccccc1 | 63 | 1.3 | 18 | -4 | 0.1 | 14 | 1 | -63 | 88*
Cc1ccc(-c2noc(CN(C(=O)C(c3ccccc3)c3ccccc3)C(C)C)n2)cc1 | 9 | 0.023 | 7 | -6 | 0.8 | 12 | -2 | -6 | 22
COC(=O)C1=C(N)Oc2cc(C)oc(=O)c2C1c1cccnc1 (centres undefined) | -4 | 0.02 | -20 | -1 | 0.6 | 11 | 6 | 4 | 38
C=CCn1c(SCC(=O)Nc2cc(C)on2)nc2sc(CC)cc2c1=O | -6 | -0.056 | -20 | -2 | 0.9 | 2 | -3 | 4 | 5
Cc1cc(N2CCN(S(=O)(=O)c3ccccc3)CC2)c2ccccc2n1 | -2 | 2.2 | -2 | -1 | 0.3 | -2 | 15 | 1 | 65*
CCN(CC)CC#CCC(C)(c1ccccc1)c1ccccc1 | -11 | -1.2 | 32 | -4 | 0.1 | 6 | -2 | 14 | 94*
Cc1cc(NC(=O)COC(=O)[C@H](C)NC(=O)c2ccccc2)no1 | -1 | -0.4 | -8 | -2 | 1 | 3 | 9 | 5 | -2
O=[N+]([O-])c1cc2c(cc1/C=N\NS(=O)(=O)c1ccccc1)OCO2 | -5 | 1.1 | 1 | -2 | 0.5 | 9 | -2 | 5 | 46
Cc1cccc2c1nc(-c1ccccc1)n1nnnc21 | · | 0.00024 | · | · | 1 | 19 | 11 | · | 4
COc1cc2c(C(=O)N3CCCc4ccccc43)cn(C)c(=O)c2cc1OC | · | 0.91 | · | · | 0.7 | -2 | -4 | · | 26
CC1CCN(C(=O)Cn2nc(C(F)(F)F)c3c2CCCC3)CC1 | 4 | 0.43 | -9 | -3 | 0.8 | 15 | -5 | -6 | 15
CC(=O)c1ncnn1CC(=O)c1ccc(Cl)cc1Cl | -10 | -1.7 | 8 | -4 | 0.4 | 5 | -10 | 8 | 61*
C=CCOC(=O)CSCC(NC(=O)OC(C)(C)C)C(=O)OCC (centres undefined) | 9 | -0.82 | 18 | -1 | 0.4 | 5 | 8 | -8 | 58*
COc1cccc(-c2nc3ccccc3c(=O)o2)c1 | -10 | -0.13 | -17 | -5 | 0.9 | 4 | 3 | 7 | 8
COc1ccc(C2=NOC(C(=O)Nc3cc(C)nn3-c3ccccc3)C2)cc1OC (centres undefined) | -16 | 0.061 | -29 | 2 | 0.8 | -2 | -3 | 13 | 21

Sorted by count of non-hydrogen atoms (descending): nine of the compounds above
SMILES | sEH inh | hDAT+cocaine | S1P2 blocker | S1P2 agonist | CYP2C19 activ | PostGolgi ctrl | PostGolgi yeast | sEH activator | CYP2C19 inh
Cc1ccc(-c2noc(CN(C(=O)C(c3ccccc3)c3ccccc3)C(C)C)n2)cc1 | 9 | 0.023 | 7 | -6 | 0.8 | 12 | -2 | -6 | 22
COc1ccc(C2=NOC(C(=O)Nc3cc(C)nn3-c3ccccc3)C2)cc1OC (centres undefined) | -16 | 0.061 | -29 | 2 | 0.8 | -2 | -3 | 13 | 21
COc1cc2c(C(=O)N3CCCc4ccccc43)cn(C)c(=O)c2cc1OC | · | 0.91 | · | · | 0.7 | -2 | -4 | · | 26
Cc1cc(Cl)ccc1NC(=S)NCCC(c1ccccc1)c1ccccc1 | 63 | 1.3 | 18 | -4 | 0.1 | 14 | 1 | -63 | 88*
Cc1cc(N2CCN(S(=O)(=O)c3ccccc3)CC2)c2ccccc2n1 | -2 | 2.2 | -2 | -1 | 0.3 | -2 | 15 | 1 | 65*
Cc1cc(NC(=O)COC(=O)[C@H](C)NC(=O)c2ccccc2)no1 | -1 | -0.4 | -8 | -2 | 1 | 3 | 9 | 5 | -2
COC(=O)C1=C(N)Oc2cc(C)oc(=O)c2C1c1cccnc1 (centres undefined) | -4 | 0.02 | -20 | -1 | 0.6 | 11 | 6 | 4 | 38
Cc1cccc2c1nc(-c1ccccc1)n1nnnc21 | · | 0.00024 | · | · | 1 | 19 | 11 | · | 4
CC(=O)c1ncnn1CC(=O)c1ccc(Cl)cc1Cl | -10 | -1.7 | 8 | -4 | 0.4 | 5 | -10 | 8 | 61*

The listing continues.
SMILES | sEH inh | hDAT+cocaine | S1P2 blocker | S1P2 agonist | CYP2C19 activ | PostGolgi ctrl | PostGolgi yeast | sEH activator | CYP2C19 inh
COc1cc2c(cc1OC)C(C(C)C)=NC(C)(C)C2 | -2 | 0.032 | 5 | -4 | · | · | · | 5 | ·
COc1ccc(CCn2c(N)c(C#N)c3nc4ccccc4nc32)cc1OC | 1 | 0.38 | 1 | 2 | 0 | 6 | 2 | -3 | 98*
CC(C)C1N=C2c3ccccc3N=C(SCC(=O)c3ccc(O)c(O)c3)N2C1=O (centres undefined) | -17 | 0.31 | 12 | -6 | 0.8 | 6 | -3 | 16 | 17
Nc1c(NCCC2=CCCCC2)c(=O)[nH]c(=O)n1Cc1ccccc1 | 26 | · | -3 | -3 | 1 | 7 | 0 | -26 | 4
O=C(CSCC(=O)OCC(=O)c1ccc(Br)cc1)Nc1ccc(Br)cc1 | 25 | -0.17 | -18 | -11 | 1 | 22 | -16 | -24 | 2
O=C(CSc1nnnn1C1CCCC1)N1CCCc2ccccc21 | -7 | 1.1 | 5 | -8 | 0.1 | -4 | 0 | 8 | 91*
Cc1sc2nc(CN(Cc3cccs3)C(=O)NC3CCCCC3)[nH]c(=O)c2c1C | -10 | -0.33 | -7 | -4 | 0 | 43* | -5 | 9 | 97*
CCOCCn1c(SCc2ccc(F)cc2)nc2c1c(=O)[nH]c(=O)n2C | 8 | -0.23 | -4 | -10 | 1 | -2 | -4 | -8 | 3
CCn1ncc(/C=N\NC(=O)c2cc(-c3ccc(C)cc3C)nc3ccccc23)c1C | -1 | 1.8 | -7 | -4 | 0.1 | 8 | 1 | 3 | 90*
O=C(NCCN1CCN(c2ccccc2)CC1)C1CCN(S(=O)(=O)c2cccs2)CC1 | 4 | 0.47 | 15 | -5 | 0.9 | 11 | 2 | -6 | 12
COc1ccccc1N1CCN(C(=O)CSc2nc(C)c(Cc3ccccc3)c(=O)[nH]2)CC1 | -1 | 1.3 | -9 | -7 | 0.8 | -3 | 0 | 4 | 23
O=c1c2cc(N3CCOCC3)ccc2[nH]c(=S)n1Cc1ccccn1 | · | -0.18 | · | · | 0.8 | 4 | 5 | · | 24
Cc1ccc2cccc(OCC(=O)NCc3ccco3)c2n1 | · | 0.098 | · | · | 0.5 | 1 | -6 | · | 48
COc1cc(NC(=O)Nc2ccccc2)c(OC)cc1NC(=O)CN1CCCCC1 | -17 | 1.5 | 0 | -7 | 0.8 | -1 | 10 | 17 | 25
CCOc1ccc(OCC)c(NC(=O)CC2Oc3ccccc3NC2=O)c1 (centres undefined) | · | 0.01 | 11 | -8 | 0.9 | 9 | 3 | · | 14
CCC(=O)N1CCc2cc(S(=O)(=O)NCCC(=O)N3CCN(c4ccccn4)CC3)ccc21 | · | 1.7 | · | · | 1.1 | -4 | 4 | · | -15
COc1ccccc1-c1ccc(NC2CCCC2)nn1 | 1 | 0.5 | -15 | -8 | · | · | · | 4 | ·
Cc1cc(C)cc(OCC(=O)NNC(=O)c2cc3ccccc3oc2=O)c1 | -1 | -0.58 | -17 | -6 | 0.9 | 1 | -5 | 2 | 5
O=S(=O)(Nc1ccc2oc(-c3ccccc3)nc2c1)c1ccccc1 | -15 | -0.13 | 1 | -8 | 0.1 | 33* | 0 | 16 | 93*
CCCOC(=O)C1=C(C)NC2=C(C(=O)C(C(=O)OC)C(C)C2)C1c1ccc(N(CC)CC)cc1 (centres undefined) | -8 | -1.3 | -20 | -5 | · | 2 | 4 | 8 | ·
CCOC(=O)C1CCN(S(=O)(=O)c2ccc(OCC(=O)OC)cc2)CC1 | 2 | -0.031 | -33 | -5 | 0.7 | -2 | 6 | 3 | 29
O=S(=O)(c1ccc(Br)cc1)N1CCN(c2cc(-c3ccccc3)nc3ncnn23)CC1 | · | -0.15 | · | · | 0.6 | 23 | 5 | · | 37
COc1ccc(S(=O)(=O)N2CCC(C(=O)NCc3ccccn3)CC2)cc1OC | -9 | 0.21 | 12 | -5 | 1 | 6 | -2 | 9 | 0
CCOC(=O)N1CCN(c2c(NCCCN(C)c3ccccc3)c(=O)c2=O)CC1 | 15 | 0.39 | 2 | -4 | 0.9 | -7 | -3 | -14 | 11
CC(=C/C(=O)O)/C=C/c1ccc(Cl)o1 | -5 | -0.77 | 4 | -7 | · | · | · | 8 | ·
